# Source: PubChem BioAssay
# FLuc act counter: affects firefly luciferase, flagging false hits in luciferase stimulation screens; ATPlite luciferase biochemical, luminescence, 10 min; 0 = ATP-free wells, 1 = DMSO control; activation factor at 10 µM; 200,000 tested, under 10 active; AID 1027;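 active means luciferase activation factor, scaled between plate controls, of at least 2 with compound at 10 µM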
# Target sequence (P08659 whole entry, looked up): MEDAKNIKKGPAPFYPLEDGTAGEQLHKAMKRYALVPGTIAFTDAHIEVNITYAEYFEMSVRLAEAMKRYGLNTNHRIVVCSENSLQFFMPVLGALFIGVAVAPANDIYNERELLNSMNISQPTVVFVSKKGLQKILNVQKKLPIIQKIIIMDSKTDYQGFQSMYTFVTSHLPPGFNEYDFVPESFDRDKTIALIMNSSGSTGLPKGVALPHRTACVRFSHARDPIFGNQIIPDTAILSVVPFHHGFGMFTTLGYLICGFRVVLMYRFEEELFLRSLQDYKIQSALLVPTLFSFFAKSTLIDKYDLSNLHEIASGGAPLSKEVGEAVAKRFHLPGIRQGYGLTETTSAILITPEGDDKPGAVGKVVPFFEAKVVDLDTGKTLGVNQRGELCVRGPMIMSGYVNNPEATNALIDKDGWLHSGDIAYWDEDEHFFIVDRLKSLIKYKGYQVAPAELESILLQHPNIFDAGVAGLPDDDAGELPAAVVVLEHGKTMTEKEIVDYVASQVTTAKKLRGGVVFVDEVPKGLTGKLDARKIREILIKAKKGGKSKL
#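 Material: Luciferase/luciferin reagent mix; Doses: test compounds dosed from 2 mM stocks in 100% DMSO; Schedule: 10 min incubation after luciferase reagent addition, room temperature; Measured by: luminescence from luciferase reaction; Read-out: luminescence gain marking luciferase activators.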
# PMI act hi M6P: increases human PMI activity with near-saturating mannose 6-phosphate; P34949; coupled PMI enzyme assay, resazurin fluorescence, 20 min; stronger effect = higher value; 1 = untreated enzyme, 0 = substrate-free blank; activation factor at 20 µM; hit rate 0.34% among 190,000;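 active means activation factor of 2 or more at 20 µM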
# Target sequence (P34949 whole entry, looked up): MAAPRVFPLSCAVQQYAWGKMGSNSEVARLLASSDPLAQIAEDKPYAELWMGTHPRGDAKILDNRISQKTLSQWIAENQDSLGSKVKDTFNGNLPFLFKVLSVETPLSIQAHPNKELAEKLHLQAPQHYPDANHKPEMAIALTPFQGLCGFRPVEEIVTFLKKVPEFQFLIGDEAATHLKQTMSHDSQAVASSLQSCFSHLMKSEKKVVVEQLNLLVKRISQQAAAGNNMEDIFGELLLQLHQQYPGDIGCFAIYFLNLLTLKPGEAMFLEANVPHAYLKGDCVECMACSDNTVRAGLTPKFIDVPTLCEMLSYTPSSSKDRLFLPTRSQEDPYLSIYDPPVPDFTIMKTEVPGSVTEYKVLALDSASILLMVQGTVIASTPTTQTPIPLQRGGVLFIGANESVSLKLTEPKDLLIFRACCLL
#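 Test system – human PMI in coupled enzyme assay · Timing – 20 min incubation at room temperature · Detection – Diaphorase-driven resazurin-to-resorufin fluorescence, excitation 544, emission 590 nm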
# HMGR II inh: E. faecalis class II HMG-CoA reductase inhibition. purified E. faecalis HMGR, NADPH absorbance 340 nm kinetic. inhibition, % at 10 µM. hit rate 0.41% among 190,000;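 active means inhibition above a set limit, the median over all tested compounds plus 3 SD, cut at about 9.5% in these data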;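 further: enzyme runs in reverse so mevalonate oxidation gives rising NADPH absorbance; 0% = complete reaction with DMSO and 100% = background rate lacking mevalonate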
# TNAP inh no acc: TNAP (human) inhibition, acceptor-free conditions; purified TNAP, CDP-star luminescence, 30 min; inhibition, % at 20 µM; hit rate 0.26% among 200,000; AID 1012;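 active means tissue-nonspecific alkaline phosphatase inhibition above about 50% at 20 µM in the single-dose screen, limit read from the data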;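 further: 0% = DMSO negative control and 100% = EDTA positive control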
# Diaph act CS: diaphorase activation or chemical reduction counter-screen | activation factor at 20 µM | hit rate 0.005% among 190,000 | Diaphorase/resazurin coupled assay, resorufin fluorescence, 16 min; stronger effect = higher value; 1 = vehicle wells, 0 = NADH-free wells;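 active means diaphorase activity raised at least twofold by the compound at 20 µM; inactive means activation factor below 2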
#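 Material: purified diaphorase enzyme from Clostridium kluyveri; Also added: 0.114 mM NADH and 0.1 mM resazurin, final amounts; Doses: single compound dose of 20 µM, 1% DMSO final; Times: 16 min enzyme reaction, ambient temperature; Detection: resorufin fluorescence, excitation 544 nm, emission 590 nm; Measure: increased resorufin signal from activators or reducing compounds.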
# PMI act: phosphomannose isomerase (human) activation | P34949 | purified human PMI, coupled resazurin fluorescence, 20 min; stronger effect = higher value; 1 = vehicle control, 0 substrate-free wells | activation factor at 20 µM | hit rate 0.005% among 190,000 | AID 1214;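 active means activation factor of 2 or more at 20 µM, relative to plate controls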
# G6PDH CS: counter-screen for G6PDH assay hits: L. mesenteroides G6PDH inhibition | Purified L. mesenteroides G6PDH, diaphorase/resazurin coupled fluorescence, 45 min | inhibition, % at 5 µM | hit rate 0.12% among 200,000 | AID 1020; in the data active means inhibition above about 50%
# TNAP act hi DEA: TNAP (human) activation, high acceptor; P05186; purified TNAP, CDP-star luminescence, 1 M DEA, 30 min; stronger effect = higher value; 0 = EDTA background, 1 = DMSO-only activity; activation factor at 20 µM; 200,000 tested, under 10 active; AID 1136;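 active means activation factor at least 2 at 20 µM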
#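 Measured by: Luminescent substrate turnover signal | Test system: Human TNAP | Input: TNAP 1/800 final | Dosing: 20 µM single point | Schedule: 30 min, room temperature | Controls: EDTA wells as negative control, DMSO wells as positive control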
# TNAP inh hiacc: blocks human TNAP under high phosphate acceptor concentration. P05186. purified TNAP, CDP-star luminescence, 1 M DEA. hit rate 0.03% among 200,000. inhibition, % at 20 µM. AID 1135;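 active means over 50% inhibition of tissue-nonspecific alkaline phosphatase at 20 µM in the single-dose screen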;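 further: plate controls were DMSO wells for no effect and EDTA-quenched wells as full inhibition for full effect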
# Diaph inh CS: diaphorase inhibition or chemical oxidation counter-screen. diaphorase resazurin-to-resorufin fluorescence, NADH, 16 min; bacterial (C. kluyveri) enzyme, not human. inhibition, % at 20 µM. hit rate 0.69% among 190,000. AID 1217;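 active means primary screen inhibition at 20 µM above a set limit, cut at about 50% in these data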;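 further: plate controls were DMSO with full reaction for no effect and wells lacking NADH for full effect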
#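 controls = No-NADH positive control and DMSO neutral control | system = Clostridium kluyveri diaphorase enzyme | timing = reaction incubation of 16 min at room temperature | signal = resorufin fluorescence 544/590 nm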
# Active calls of the source: *; x = no result given.
SMILES,FLuc act counter,PMI act hi M6P,HMGR II inh,TNAP inh no acc,Diaph act CS,PMI act,G6PDH CS,TNAP act hi DEA,TNAP inh hiacc,Diaph inh CS
CCSc1nc2c(c(-c3ccc(C)o3)c1C#N)CCCC2,1,1.2,-0.9,1.6,1,1.1,5.0,0.9,8.3,4.2
C#CCOCCOCCOCCNc1nc(N2CCOCC2)nc(N2CCN(C(=O)[C@H](CCCCN)n3cc([C@@H](N)C(C)CC)nn3)CC2)n1 (stereo partly specified),1.1,1.3,-4.6,-8.5,1.3,1.3,9.4,1.1,-7.7,-34.2
O=C(c1ccc(CS(=O)(=O)c2ccc(Br)cc2)o1)N1CCOCC1,1,1,-5.0,-1.7,1,1,6.8,1.1,-7.6,-0.5
CNC(=O)COC(=O)c1ccccc1C(=O)c1ccc(Cl)c([N+](=O)[O-])c1,1,0.9,-2.6,-5.9,0.9,1,5.8,1,-2.5,11.1
CCN(CC)CCN(C(=O)Cn1nnc(-c2ccc(C)o2)n1)C(C(=O)NC(C)(C)C)c1cccs1 (stereo unspecified),1,1,-6.4,-17.1,0.8,0.9,17.4,1.1,-5.9,18.8
COc1ccc(S(=O)(=O)N2CCC(C(=O)N3CCc4ccccc4C3)CC2)cc1OC,1,0.8,0.6,-16.3,0.7,0.9,-1.4,1.1,-8.9,29.9
Cc1ccc(N(Cc2cc3ccccc3[nH]c2=O)C(=O)c2ccco2)c(C)c1,1.1,1,3.6,-4.1,0.9,1,14.7,1,-1.9,6.5
O=C(Nc1cccnc1)c1cccc(S(=O)(=O)N2CCOCC2)c1,1,0.9,4.7,-10.5,0.8,0.8,-1.7,1,-3.1,21.0
Cc1ccc(NC(=O)CSc2nnnn2C)cc1S(=O)(=O)N(C)C,1,1,-0.1,-4.7,0.9,0.9,-2.0,1,-1.8,6.5
Cc1cc(=O)oc2cc(OCC(=O)OCC(=O)NCc3ccc4c(c3)OCO4)ccc12,1,1.1,-4.2,-13.4,1,1.1,5.2,1,-0.4,2.8
COc1ccc(N=C2S/C(=C\c3cccs3)C(=O)N2CC(C)C)cc1,1,1,5.3,-8.0,0.9,0.9,-1.1,1,-0.8,8.6
COc1ccccc1CN1CCNC(=O)C1CC(=O)NCc1csc(C)n1 (stereo unspecified),1,0.9,-1.7,-7.6,0.9,1,-2.6,1,-0.6,10.6
Cc1ccc2nc(SCc3nnc(-c4ccccc4[N+](=O)[O-])o3)c(C#N)cc2c1,1,1,0.5,0.2,1,1,7.4,1,0.6,2.7
COc1ccccc1NC(=O)CCN1C(=O)C2CC=C(Cl)CC2C1=O (stereo unspecified),1.1,0.9,-6.1,-5.8,0.8,1,7.0,1,-4.0,17.6
COc1ccc(OC)c(/C(C)=N/Nc2ccc(C(=O)O)cc2)c1,1,1.7,0.0,-2.7,0.9,1.5,8.8,1,-0.7,12.0
O=C(NC1CCCC1)c1n[nH]c2ccccc12,0.8,1,2.4,6.8,1,1.1,8.6,1,-1.9,4.6
O=C(Nc1ccc2nc3n(c(=O)c2c1)CCCC3)c1ccccc1[N+](=O)[O-],1.1,0.9,-7.5,-10.5,0.8,0.9,5.5,1,-2.5,16.7
c1ccc(-c2nc3cc4ccccc4cc3[nH]2)nc1,0,0.8,-7.1,-23.1,0.9,0.9,-37.8,1.1,-5.6,5.4
Cc1ccccc1NC(=O)c1csc2c1CCCC2,0.8,0.9,1.4,-7.9,0.9,0.9,38.8,1,-3.6,6.2
CCOC(=O)c1[nH]c2ccc(OC)cc2c1NC(=S)N1CCN(C(=O)OCC)CC1,1,1,-2.8,6.5,1.1,1,6.0,1,-3.2,-6.4
CCn1c(=O)n(CC(=O)N2CC(C)CC(C)C2)c(=O)c2ccccc21 (stereo unspecified),1.1,1,0.3,-8.0,0.9,1,0.6,1,-1.8,12.1
COc1ccc2sc(N(CCN(C)C)C(=O)c3cc(Cl)sc3Cl)nc2c1,1,1.2,-0.3,-13.5,1,1.3,6.2,1,-4.4,1.8
COc1ccc(-n2c(-c3ccc(Br)cc3)c[n+]3c2CCc2ccccc2-3)cc1,1,1,-5.9,-11.1,0.9,0.9,14.1,1,1.2,9.8
COC(=O)c1ccc2nc(NC(=O)CSCC(=O)OCC(=O)c3ccccc3)sc2c1,0.9,0.9,0.4,-14.3,0.8,0.7,-25.7,1,-3.9,24.4
CSc1ccc(-c2nnn(Cc3ccc(Br)cc3)n2)cc1,1.1,1,-1.9,-4.0,0.9,1,2.5,1.1,-7.5,10.3
COc1ccc(CC(=O)NCC2(c3ccc(OC)c(OC)c3)CCCC2)cc1,1.1,1,0.6,1.7,0.9,1,11.0,1.1,-5.7,9.2
CN1CCN(C(=S)Nc2ccc(Oc3ccccc3)cc2)CC1,1,1.1,-7.1,-1.2,1,1,4.7,1,2.0,-3.1
O=C(O)C1Nc2c(C(=O)N3CCOCC3)cccc2C2C=CCC12 (stereo unspecified),1,1.5,0.1,-5.5,0.6,1.5,21.4,1,1.5,40.0
O=C(/C=C/c1ccc(Br)cc1)N1CCN(c2cccc(C(F)(F)F)c2)CC1,1,0.8,-4.2,-14.0,0.8,0.8,-8.7,1,-0.5,23.3
Cc1ccc2nsnc2c1S(=O)(=O)N(Cc1ccco1)Cc1cc2cccc(C)c2[nH]c1=O,1,0.7,-9.9,-0.9,0.7,0.9,8.1,1,-1.0,30.6
N#Cc1c(C(F)(F)F)cc(-c2ccc(F)cc2)[nH]c1=O,1,1.1,-2.6,-3.5,1.1,1.2,-2.8,1,1.9,-12.9
Cc1ccc(NC(=O)/C(C#N)=C/c2cccs2)c(C)c1,0.9,0.9,-3.7,-8.8,1,0.8,-21.2,1,-1.0,3.7
CC(=O)c1ccc(OCCCN2CCCCC2)cc1,1,1.1,-4.8,7.4,1,1,5.4,1.1,-8.4,-1.1
COc1ccc(/C=N/NC(=O)CC(=O)NCc2cccnc2)cc1,1,1,-9.2,-8.7,1.1,1,4.5,1,-1.1,-8.2
CC(C)(C)c1ccc(C(=O)CC(=O)c2cc(Cl)ccc2O)cc1,1.1,1.1,-4.0,-10.1,0.9,1.1,0.5,1,-1.9,5.3
COc1ccc(CNC(=S)Nc2cccc(C)c2C)cc1,1.1,0.9,-2.9,-13.2,0.8,0.9,0.6,1.1,-6.1,16.4
Cc1cccc(OCCCC(=O)NCc2ccco2)c1,1,1,x,-17.2,0.9,1,0.6,1.1,-5.9,7.1
O=C(C1CCN(S(=O)(=O)N2CCOCC2)CC1)N1CCN(c2ccc(F)cc2)CC1,1,1.1,-1.3,-1.0,1,1.1,3.6,1,2.4,-2.2
C/C=C/C(=O)Nc1cccc(C(F)(F)F)c1,1,1,-4.3,0.4,0.9,0.9,-4.4,1,2.5,11.4
COc1cc(/C=C(\C#N)c2nc3ccccc3[nH]2)ccc1OC(=O)c1ccco1,0.7,1,1.0,-20.5,0.9,0.9,8.0,0.7,33.6,8.3
CCOc1ccc(-c2nc(CSc3nnc(C)s3)cs2)cc1OC,0.9,1.1,-2.1,5.0,1,1,5.4,1,-4.0,0.0
CCOC(=O)CCC(=O)N(CCN(C(=O)CCC(=O)OCC)c1ccccc1)c1ccccc1,1,1,-5.9,-9.0,0.9,1,8.4,1,-1.7,7.5
Cc1cc2ccccn2c1C(=O)c1ccc(NN)c([N+](=O)[O-])c1,1,1.9,-2.8,3.0,0.9,1.6,-1.4,0.9,8.6,9.7
O=S(=O)(NCCOCC(F)(F)C(F)F)c1ccc2oc3ccccc3c2c1,1.1,0.9,-2.9,-12.0,0.8,0.8,8.1,1.1,-8.1,21.7
COc1ccc(OCCCC(=O)Nc2ccc(N3CCOCC3)cc2)cc1,1.1,0.9,-6.8,-6.1,1,1,2.7,1,-2.6,2.8
CN(Cc1ccc(OC(F)F)cc1)Cc1nc2c(Br)cc(Br)cc2c(=O)[nH]1,1.1,1,-7.3,-34.7,0.8,0.9,4.1,1,-4.8,23.1
CC1CCN(CC(O)COc2cccc(F)c2)CC1 (stereo unspecified),1.1,1,3.1,-17.2,0.9,1,10.0,1.1,-7.5,12.8
COc1ccccc1NC(=O)CN1CCC(n2c(C)nc3cc(F)ccc32)CC1,1,1,-4.6,-4.0,0.9,1.1,4.7,1,-1.0,11.4
CC1CN(c2nc3ccccc3cc2-c2ccccc2)CC(C)O1 (stereo unspecified),1,0.9,-1.1,-3.8,0.9,1,0.3,1,2.1,13.9
COCCCNC(=O)CC(NS(=O)(=O)c1ccc(F)cc1)c1ccc(OC)cc1 (stereo unspecified),1.1,1.1,0.9,-4.3,1,1.1,10.3,1.1,-5.9,0.0
Cc1cccc(N2CC(C(=O)Nc3nnc(SCC(=O)Nc4cc(C)on4)s3)CC2=O)c1 (stereo unspecified),1.1,1.5,3.7,-8.3,0.9,1.3,49.7,1,-2.3,8.6
Cc1c(NC(=O)/C(C#N)=C\c2cccs2)c(=O)n(-c2ccccc2)n1C,1.1,1,-8.9,7.8,0.9,1,20.5,1,-0.1,12.2
